High-throughput results (PubChem BioAssay)
PRMT1 inh: inhibitors of human PRMT1; inhibition, % at 2.79 µM; actives 1.3% (n = 370,000); recombinant PRMT1, activity-based probe fluorescence polarization;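 active = inhibition above about 21% made by adding two undisclosed values, limit read from the data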
Target sequence (Q99873 whole entry, looked up): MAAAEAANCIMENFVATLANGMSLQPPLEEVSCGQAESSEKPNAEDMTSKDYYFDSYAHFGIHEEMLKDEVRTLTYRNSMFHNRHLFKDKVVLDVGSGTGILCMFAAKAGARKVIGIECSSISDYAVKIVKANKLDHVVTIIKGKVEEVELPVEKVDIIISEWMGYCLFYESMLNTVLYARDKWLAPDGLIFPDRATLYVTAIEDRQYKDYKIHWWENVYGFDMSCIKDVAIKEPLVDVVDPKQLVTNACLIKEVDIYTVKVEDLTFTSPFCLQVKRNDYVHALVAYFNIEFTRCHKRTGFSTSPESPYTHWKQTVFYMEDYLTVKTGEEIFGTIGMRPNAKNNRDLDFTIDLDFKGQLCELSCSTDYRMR
KLK7 zymogen act: activators of human kallikrein-7 zymogen; AID 652039; activation, % at 7 µM; actives 0.9% (n = 370,000); P49862; purified proKLK7, EDANS-DABCYL substrate fluorescence; 100% is mature enzyme control, 0% vehicle;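 active = activation above the mean of all tested compounds plus 3 SD, computed per campaign excluding outliers beyond control limits, cut at about 13% in these data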
Target sequence (P49862 whole entry, looked up): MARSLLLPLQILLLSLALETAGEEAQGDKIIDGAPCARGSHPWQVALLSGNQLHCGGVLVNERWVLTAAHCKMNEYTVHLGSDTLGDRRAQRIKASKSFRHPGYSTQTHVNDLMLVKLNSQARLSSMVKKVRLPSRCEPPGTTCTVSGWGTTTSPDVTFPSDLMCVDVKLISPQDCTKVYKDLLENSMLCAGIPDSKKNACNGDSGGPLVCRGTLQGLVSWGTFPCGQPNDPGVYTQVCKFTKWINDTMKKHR
DDE Tn6 FP inh: inhibitors of Tn6 peptide binding to human fibrin DD(E). inhibition, % at 8.3 µM. Fibrin DD(E) TRITC-Tn6 fluorescence polarization displacement. actives 0.21% (n = 370,000);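 active = inhibition above a per-campaign cutoff: mean of compounds within control limits plus 3 SD, cut at about 15% in these data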;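 also: 0% = median of all compound wells on the plate and 100% = blocking peptide control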
TDP2 absorb: TDP2 (human) inhibition, absorbance primary screen. AID 720702. recombinant TDP2, T5PNP hydrolysis, p-nitrophenol absorbance 415 nm. actives 0.34% (n = 370,000). inhibition, % at 12.8 µM;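 active = inhibition above the mean of all tested compounds plus 3 SD, set per campaign, cut at about 25% in these data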;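 also: 0% = DMSO with enzyme and 100% = buffer with substrate but no TDP2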
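Material: recombinant human TDP2; quantity: TDP2 enzyme at 120 nM final; medium: Tris-HCl pH 7.5 with MgCl2; compound: single concentration, 12.8 µM nominal, with 1% DMSO; incubation: 2 h enzyme incubation at 37 °C; signal: epi absorbance; measure: percent inhibition; benchmarks: high control without enzyme, low control DMSO plus TDP2; repeats: singlicate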
TCR CD3 inh: inhibitors of human TCR-CD3 interaction; inhibition, % at 9.4 µM; TAMRA-labeled TCR probe fluorescence, biochemical; actives 0.37% (n = 360,000); AID 651800; in the data active = inhibition above about 19%;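 also: recombinant mutant TCR 2C K166C tagged with TAMRA read by polarization; 0% = receptor in buffer alone and 100% = receptor with positive control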
UHRF1 MBD2 ctr: UHRF1 methyl-DNA binding inhibition | inhibition, % at 4.4 µM | UHRF1 binding to methylated oligo, TR-FRET | Q96T88 | AID 687016 | actives 0.75% (n = 370,000); in the data active = inhibition above about 21%;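 also: UHRF1 SRA domain binding a hemimethylated CpG hairpin DNA probe; 0% = median of test compound wells and 100% = reference inhibitor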
DDE Tn7 FP inh: DD(E)-Tn7 binding inhibition, primary FP screen | AID 720508 | P02675 | inhibition, % at 8.3 µM | actives 0.13% (n = 370,000) | FP displacement of FITC-Tn7 peptide from fibrin DD(E); 0% = median of compound wells per plate;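 active = inhibition above the mean of compounds falling within the control limits plus 3 SD of them, cut at about 14% in these data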;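 also: 0% = plate median of compound wells and 100% = 10 µM Aha-Tn7 peptide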
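Assay system: human fibrin DD(E) protein / Input: 2 µM fibrin DD(E) / Benchmarks: high control of 10 µM Aha-Tn7 peptide / Measured by: fluorescence polarization of the labelled Tn7 tracer / Medium: Tris buffer with calcium and detergent, pH 7.8 / Timing: 10 min compound pre-incubation, 3 h probe incubation at room temperature / Repeats: one replicate per compound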
LEDGF integ inh: blocks HIV-1 LEDGF/p75-dependent DNA integration | TR-FRET IN-LEDGF/p75 DNA integration, Eu/Cy5 | inhibition, % at 3.7 µM | actives 0.64% (n = 370,000) | AID 743269;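 active = inhibition above the screen-wide mean plus 3 SD, cut at about 13% in these data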;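 also: signal is the Cy5 over europium emission ratio at 671 and 618 nm; 0% = plate median of compound wells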
MBD2 DNA inh: MBD2-methylated oligo binding inhibition. inhibition, % at 4.4 µM. actives 0.31% (n = 370,000). Q9UBB5. TR-FRET, MBD2 binding to methylated oligonucleotide; in the data active = inhibition above about 13%
Target sequence (Q9UBB5 whole entry, looked up): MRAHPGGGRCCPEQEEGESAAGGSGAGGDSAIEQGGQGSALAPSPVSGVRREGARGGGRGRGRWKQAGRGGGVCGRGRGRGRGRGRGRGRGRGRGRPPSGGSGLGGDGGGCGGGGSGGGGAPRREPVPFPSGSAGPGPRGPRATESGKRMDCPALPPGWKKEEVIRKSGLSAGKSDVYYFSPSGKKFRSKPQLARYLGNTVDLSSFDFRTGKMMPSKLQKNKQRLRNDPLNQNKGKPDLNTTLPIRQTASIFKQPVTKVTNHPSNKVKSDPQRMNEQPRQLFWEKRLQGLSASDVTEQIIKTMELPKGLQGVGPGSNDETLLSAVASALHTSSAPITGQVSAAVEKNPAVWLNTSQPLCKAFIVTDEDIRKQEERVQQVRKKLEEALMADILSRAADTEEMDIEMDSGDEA
SIAE primary: blocks human sialic acid acetylesterase; Q9HAT2; SIAE FP-Rh probe binding, fluorescence polarization; inhibition, % at 9.66 µM; actives 0.69% (n = 370,000);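 active = inhibition above a cutoff: mean of compounds within the control limits plus 3 SD of those, cut at about 17% in these data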;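 also: 0% = plate median of compound wells and 100% = probe without SIAE protein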
* hit, by the source's call.

S=C(NCC1CCCO1)Nc1cc(Cl)c(Cl)cc1Cl (configuration not stated) was read as PRMT1 inh 1, KLK7 zymogen act -0.4, DDE Tn6 FP inh 0, TDP2 absorb -3, TCR CD3 inh -2, UHRF1 MBD2 ctr 5, DDE Tn7 FP inh -1, LEDGF integ inh 1, MBD2 DNA inh 1 and SIAE primary 0.
Cc1nc(SCc2ccc(Cl)c(Cl)c2)n[nH]1 was read as PRMT1 inh -5, KLK7 zymogen act 0.0, DDE Tn6 FP inh 9, TDP2 absorb 6, TCR CD3 inh -1, UHRF1 MBD2 ctr -1, DDE Tn7 FP inh 3, LEDGF integ inh -2, MBD2 DNA inh -4 and SIAE primary 2.
`CCCCCCC1(C)NC(=S)N(c2ccccc2)N1` (configuration not stated) gave PRMT1 inh -2, KLK7 zymogen act -0.9, DDE Tn6 FP inh -7, TDP2 absorb 6, TCR CD3 inh 8, UHRF1 MBD2 ctr -1, DDE Tn7 FP inh -5, LEDGF integ inh 0, MBD2 DNA inh -1 and SIAE primary 13.
CC(C)CNC(=O)COC(=O)c1c2c(nc3ccccc13)/C(=C\c1cccs1)CC2 was read as PRMT1 inh 7, KLK7 zymogen act -2.2, DDE Tn6 FP inh -3, TDP2 absorb 4, TCR CD3 inh -1, UHRF1 MBD2 ctr -2, DDE Tn7 FP inh -1, LEDGF integ inh 5, MBD2 DNA inh 5 and SIAE primary -4.
`CCOC(=O)C1(Cc2cccc(F)c2)CCN(C(=O)c2cnccn2)CC1` gave PRMT1 inh 3, KLK7 zymogen act -1.0, DDE Tn6 FP inh 4, TDP2 absorb 5, TCR CD3 inh 5, UHRF1 MBD2 ctr 4, DDE Tn7 FP inh -6, LEDGF integ inh 3, MBD2 DNA inh 1 and SIAE primary 7.
Screening CCc1nc2c(oc3ccccc32)c(=O)[nH]1 returned PRMT1 inh -2, KLK7 zymogen act -0.3, DDE Tn6 FP inh 5, TDP2 absorb 5, TCR CD3 inh 0, UHRF1 MBD2 ctr -5, DDE Tn7 FP inh -3, LEDGF integ inh 3, MBD2 DNA inh -2 and SIAE primary 4.
Screening CC1(C)Cc2cccc(OCC(=O)NC3CC3)c2O1 returned PRMT1 inh 15, KLK7 zymogen act 0.5, DDE Tn6 FP inh 10, TDP2 absorb 8, TCR CD3 inh 10, UHRF1 MBD2 ctr 1, DDE Tn7 FP inh 8, LEDGF integ inh 1, MBD2 DNA inh 2 and SIAE primary 5.
`COc1ccc(-c2cc(C(=O)N(C)Cc3cccc(OC)c3OC)c3ccccc3n2)cc1OC` gave PRMT1 inh 3, KLK7 zymogen act 2.7, DDE Tn6 FP inh 4, TDP2 absorb 4, TCR CD3 inh -9, UHRF1 MBD2 ctr 0, DDE Tn7 FP inh 3, LEDGF integ inh -7, MBD2 DNA inh 0 and SIAE primary -1.
For O=[N+]([O-])c1ccc(N2CCN(CC3CCCCC3)CC2)cc1 the results were PRMT1 inh 0, KLK7 zymogen act 0.4, DDE Tn6 FP inh -2, TDP2 absorb 4, TCR CD3 inh -6, UHRF1 MBD2 ctr 0, DDE Tn7 FP inh 1, LEDGF integ inh -1, MBD2 DNA inh 0 and SIAE primary 5.
`COc1cc2c(cc1OC)[C@@H]1Cc3ccc(OC)c(OC)c3CN1CC2` gave PRMT1 inh 1, KLK7 zymogen act -0.2, DDE Tn6 FP inh 11, TDP2 absorb 0, TCR CD3 inh -5, UHRF1 MBD2 ctr -3, DDE Tn7 FP inh 0, LEDGF integ inh 1, MBD2 DNA inh -2 and SIAE primary 5.

5 structures already listed, sorted by SMILES length, smallest number first.
`CCCCCCC1(C)NC(=S)N(c2ccccc2)N1` (configuration not stated) gave PRMT1 inh -2, KLK7 zymogen act -0.9, DDE Tn6 FP inh -7, TDP2 absorb 6, TCR CD3 inh 8, UHRF1 MBD2 ctr -1, DDE Tn7 FP inh -5, LEDGF integ inh 0, MBD2 DNA inh -1 and SIAE primary 13.
Screening CC1(C)Cc2cccc(OCC(=O)NC3CC3)c2O1 returned PRMT1 inh 15, KLK7 zymogen act 0.5, DDE Tn6 FP inh 10, TDP2 absorb 8, TCR CD3 inh 10, UHRF1 MBD2 ctr 1, DDE Tn7 FP inh 8, LEDGF integ inh 1, MBD2 DNA inh 2 and SIAE primary 5.
S=C(NCC1CCCO1)Nc1cc(Cl)c(Cl)cc1Cl (configuration not stated) was read as PRMT1 inh 1, KLK7 zymogen act -0.4, DDE Tn6 FP inh 0, TDP2 absorb -3, TCR CD3 inh -2, UHRF1 MBD2 ctr 5, DDE Tn7 FP inh -1, LEDGF integ inh 1, MBD2 DNA inh 1 and SIAE primary 0.
`CCOC(=O)C1(Cc2cccc(F)c2)CCN(C(=O)c2cnccn2)CC1` gave PRMT1 inh 3, KLK7 zymogen act -1.0, DDE Tn6 FP inh 4, TDP2 absorb 5, TCR CD3 inh 5, UHRF1 MBD2 ctr 4, DDE Tn7 FP inh -6, LEDGF integ inh 3, MBD2 DNA inh 1 and SIAE primary 7.
`COc1ccc(-c2cc(C(=O)N(C)Cc3cccc(OC)c3OC)c3ccccc3n2)cc1OC` gave PRMT1 inh 3, KLK7 zymogen act 2.7, DDE Tn6 FP inh 4, TDP2 absorb 4, TCR CD3 inh -9, UHRF1 MBD2 ctr 0, DDE Tn7 FP inh 3, LEDGF integ inh -7, MBD2 DNA inh 0 and SIAE primary -1.

The list continues:
For O=C(COC(=O)COc1ccc(Cl)cc1)Nc1ccc(N2CCOCC2)cc1 the results were PRMT1 inh -3, KLK7 zymogen act 0.1, DDE Tn6 FP inh 8, TDP2 absorb 8, TCR CD3 inh 3, UHRF1 MBD2 ctr 0, DDE Tn7 FP inh 2, LEDGF integ inh -3, MBD2 DNA inh 0 and SIAE primary -4.
For CCN1C(=O)C(CC(=O)Nc2ccc(OC)cc2)N(CCCN2CCN(c3ccc(F)cc3)CC2)C1=S (configuration not stated) the results were PRMT1 inh 0, KLK7 zymogen act 0.2, DDE Tn6 FP inh -2, TDP2 absorb -4, TCR CD3 inh -4, UHRF1 MBD2 ctr 1, DDE Tn7 FP inh 5, LEDGF integ inh -6, MBD2 DNA inh 2 and SIAE primary 13.
For O=S(=O)(NCC1CCCO1)c1cccc2nsnc12 (configuration not stated) the results were PRMT1 inh 1, KLK7 zymogen act -0.6, DDE Tn6 FP inh -6, TDP2 absorb 4, TCR CD3 inh 5, UHRF1 MBD2 ctr 0, DDE Tn7 FP inh 0, LEDGF integ inh -2, MBD2 DNA inh 2 and SIAE primary -2.
For CCn1ncc(CNC(=O)CCSc2nc(-c3ccco3)cc(C(F)(F)F)n2)c1C the results were PRMT1 inh -1, KLK7 zymogen act -0.3, DDE Tn6 FP inh -5, TDP2 absorb -2, TCR CD3 inh 0, UHRF1 MBD2 ctr -3, DDE Tn7 FP inh 0, LEDGF integ inh 2, MBD2 DNA inh 3 and SIAE primary -6.
`COc1ccc(C(=O)Oc2cc(C(=S)N3CCOCC3)ccc2OC)cc1` gave PRMT1 inh -3, KLK7 zymogen act 0.4, DDE Tn6 FP inh -6, TDP2 absorb -6, TCR CD3 inh -8, UHRF1 MBD2 ctr 1, DDE Tn7 FP inh -7, LEDGF integ inh 2, MBD2 DNA inh 3 and SIAE primary 3.
`COc1ccc(-n2cnc3cc(N)ccc32)cc1` gave PRMT1 inh 0, KLK7 zymogen act -0.2, DDE Tn6 FP inh -10, TDP2 absorb -4, TCR CD3 inh 4, UHRF1 MBD2 ctr 3, DDE Tn7 FP inh 8, LEDGF integ inh -3, MBD2 DNA inh -3 and SIAE primary 2.
Screening O=c1n(Cc2ccccc2Cl)c2sc3c(c2c2ncnn12)CCCC3 returned PRMT1 inh -2, KLK7 zymogen act 0.1, DDE Tn6 FP inh 7, TDP2 absorb 3, TCR CD3 inh 7, UHRF1 MBD2 ctr -2, DDE Tn7 FP inh 4, LEDGF integ inh -2, MBD2 DNA inh -6 and SIAE primary 1.
Screening CCCC(C)NC(=O)CN(Cc1ccco1)S(=O)(=O)c1ccccc1 (configuration not stated) returned PRMT1 inh -2, KLK7 zymogen act -0.3, DDE Tn6 FP inh 0, TDP2 absorb 1, TCR CD3 inh -5, UHRF1 MBD2 ctr 3, DDE Tn7 FP inh -3, LEDGF integ inh 1, MBD2 DNA inh 3 and SIAE primary -7.
Screening O=C(Nc1cc(Sc2nc3ccccc3s2)cc([N+](=O)[O-])c1)c1ccccc1F returned PRMT1 inh -5, KLK7 zymogen act 0.5, DDE Tn6 FP inh -4, TDP2 absorb -4, TCR CD3 inh 1, UHRF1 MBD2 ctr 0, DDE Tn7 FP inh -2, LEDGF integ inh -1, MBD2 DNA inh -6 and SIAE primary -15.
Cc1nc2ccn(Cc3ccccc3)c(=O)c2cc1C(=O)N1CCN(c2ccccc2)CC1 was read as PRMT1 inh 1, KLK7 zymogen act -0.2, DDE Tn6 FP inh -2, TDP2 absorb -5, TCR CD3 inh -3, UHRF1 MBD2 ctr 2, DDE Tn7 FP inh -3, LEDGF integ inh -4, MBD2 DNA inh 0 and SIAE primary 0.
Screening CCC(C(=O)N1CCOCC1)n1c(C(=O)OC)cc2occc21 (configuration not stated) returned PRMT1 inh 9, KLK7 zymogen act -0.3, DDE Tn6 FP inh 1, TDP2 absorb -8, TCR CD3 inh 0, UHRF1 MBD2 ctr 1, DDE Tn7 FP inh 2, LEDGF integ inh 4, MBD2 DNA inh -7 and SIAE primary 0.
CN(Cc1ccccc1N1CCCC1)C(=O)c1cc2cc(Cl)ccc2o1 was read as PRMT1 inh 0, KLK7 zymogen act -0.5, DDE Tn6 FP inh -9, TDP2 absorb -6, TCR CD3 inh 6, UHRF1 MBD2 ctr 1, DDE Tn7 FP inh -4, LEDGF integ inh 4, MBD2 DNA inh 31* and SIAE primary -6.
Screening O=C1CCC(=O)N1c1ccc(-c2nc3ccccc3s2)cc1 returned PRMT1 inh -5, KLK7 zymogen act 4.0, DDE Tn6 FP inh 2, TDP2 absorb 13, TCR CD3 inh 4, UHRF1 MBD2 ctr -4, DDE Tn7 FP inh 4, LEDGF integ inh 1, MBD2 DNA inh 1 and SIAE primary 0.

Fetched one by one from the list above (2):
For CCN1C(=O)C(CC(=O)Nc2ccc(OC)cc2)N(CCCN2CCN(c3ccc(F)cc3)CC2)C1=S (configuration not stated) the results were PRMT1 inh 0, KLK7 zymogen act 0.2, DDE Tn6 FP inh -2, TDP2 absorb -4, TCR CD3 inh -4, UHRF1 MBD2 ctr 1, DDE Tn7 FP inh 5, LEDGF integ inh -6, MBD2 DNA inh 2 and SIAE primary 13.
Screening CCC(C(=O)N1CCOCC1)n1c(C(=O)OC)cc2occc21 (configuration not stated) returned PRMT1 inh 9, KLK7 zymogen act -0.3, DDE Tn6 FP inh 1, TDP2 absorb -8, TCR CD3 inh 0, UHRF1 MBD2 ctr 1, DDE Tn7 FP inh 2, LEDGF integ inh 4, MBD2 DNA inh -7 and SIAE primary 0.
